# Bioassay records deposited in PubChem by Broad Institute.
# RAD54 inh: inhibitors of human RAD54 branch migration, primary screen, biochemical, fluorescence, single point. DNA repair and recombination protein RAD54-like (Homo sapiens), Q92698. RAD54 Holliday junction branch migration, FAM/BHQ fluorescence. inhibition, % at 10.4 µM. 0.14% of 360,000 active;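 active = mean normalized replicate activity at least 40 and at least half of replicates scoring 40 or more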;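 also: 0% = median of neutral control wells and 100% = median of positive control wells; inhibitors cause a drop in the FAM fluorescence signal; in these data hits start at about 50%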
# E-sel inducer: E-selectin induction in HUVECs, primary screen, imaging, HUVEC, immunofluorescence imaging, single point | P16581 | normalized: neutral wells 0, TNF-alpha wells 100 | activation, % at 7.58 µM | 0.37% of 260,000 active;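 active = mean E-selectin-positive cell signal at least 10% of the positive control, reached in at least 60% of replicates, without over 20% cell loss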;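 also: in these data hits start at about 27%; measured in HUVEC primary endothelial cells; signal is the percent of cells scored E-selectin positive by PE staining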
#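 Assay system: HUVEC primary endothelial cells. Input: 3,000 HUVEC seeded per well. Doses: one compound dose added by pin transfer. Read-out basis: % PE-positive cells. Benchmarks: TNF-alpha high, DMSO low. Detection: immunofluorescence imaging. Buffer or medium: EGM-2, gelatin.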
# FN deposition inh: inhibitors of fibronectin matrix deposition, primary screen, AH1F cells, Alexa488-fibronectin fluorescence, plate reader; AH1F fibroblasts, overnight; inhibition, % at 12.6 µM; 0.086% of 350,000 active; AID 743247, 2014;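 active = mean inhibition across replicates of 30% or more, regardless of how many single replicates reach that level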;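 also: positive control wells lacked labelled fibronectin entirely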
#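 Measured by – fluorescence 485/525 nm · System – AH1F fibroblast monolayer, labelled fibronectin deposition · Amount – 10000 cells per well · Buffer or medium – serum-reduced DMEM (2% serum) · Doses – single dose, pinned · Also added – fluorescent fibronectin at 24 nM final · Schedule – 1 h cell attachment, overnight exposure to compound and label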
# RAD52 anneal inh: RAD52 DNA annealing inhibitors, primary screen, biochemical, FRET, single point, set 2. DNA repair protein RAD52 homolog (Homo sapiens), P43351. recombinant RAD52 DNA annealing, FRET fluorescence. inhibition, % at 18.7 µM. 0.46% of 360,000 active. AID 651710, 2012;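 active = every replicate showing at least 50% inhibition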
# Target sequence (P43351 whole entry, looked up): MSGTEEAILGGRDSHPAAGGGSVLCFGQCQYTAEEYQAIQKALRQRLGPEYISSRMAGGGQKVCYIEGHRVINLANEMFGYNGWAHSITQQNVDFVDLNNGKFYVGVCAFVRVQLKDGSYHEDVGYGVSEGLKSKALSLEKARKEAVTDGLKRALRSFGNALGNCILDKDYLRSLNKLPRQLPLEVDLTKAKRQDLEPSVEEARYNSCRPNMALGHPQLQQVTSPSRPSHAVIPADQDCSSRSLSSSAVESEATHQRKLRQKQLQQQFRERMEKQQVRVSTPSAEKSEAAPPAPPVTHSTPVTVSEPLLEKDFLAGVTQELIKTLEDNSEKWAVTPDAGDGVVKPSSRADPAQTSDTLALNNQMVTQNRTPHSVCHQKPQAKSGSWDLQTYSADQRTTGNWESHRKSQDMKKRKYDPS
# EWS-Fli block: EWS/Fli-driven NR0B1 reporter inhibitors, primary screen, A673 cells, NR0B1 luciferase, luminescence, MLPCN library; viability-normalised; inhibition, % at 12.6 µM; 0.67% of 350,000 active; AID 651661, 2012;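 active = mean inhibition of at least 50% after viability correction, with every replicate also passing that limit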;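 also: firefly luciferase signal divided by Alamar Blue viability fluorescence both relative to DMSO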
# esBAF inh: Bmi1 luciferase reporter increase in mESCs, primary screen, esBAF inhibitor project, mouse ES cells, Bmi1 luciferase knock-in, single point. reporter increase, % at 12.5 µM. 24 h; 100% = twice the neutral-well signal. 2% of 350,000 active; in the data active = activation above about 40%;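 also: 0% = median of the plate's neutral control wells and 100% = double that signal; a rise in the Bmi1 reporter signal indicates esBAF inhibition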
# Xi reactivation: activators of inactive X chromosome reactivation, primary screen, imaging, XiGFP fibroblasts, GFP high-content imaging, set 2; XiGFP mouse fibroblasts, % GFP-positive cells imaging, 3 d; cells co-treated with 5-aza-dC sensitizer; scaled so ellipticine positive control = 100%; activation, % at 7.58 µM; 0.055% of 360,000 active; AID 743238, 2013;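 active = mean normalized replicate activation at least 10% and every replicate at or above 10%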;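 also: 0% = median of on-plate neutral control wells and 100% = ellipticine 6 µM median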
#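 Material: SV40-immortalized XiGFP fibroblast cells, line 68-5-11 | Buffer or medium: DMEM containing 5-aza-dC | Dosing: One concentration, pinned | Times: 3 d treatment, 15 min room-temperature fixation | Controls: Ellipticine 6 µM positive control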
# S100A4 inh HTS: inhibitors of S100A4-myosin IIA peptide binding, primary screen, biochemical, fluorescence polarization, TAMRA-MyoIIA peptide; Protein S100-A4 (Homo sapiens), P26447; inhibition, % at 10.7 µM; 0.14% of 360,000 active; AID 652163, 2013;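 active = mean inhibition of at least 70% across replicates, with every replicate also reaching that level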
# Target sequence (P26447 whole entry, looked up): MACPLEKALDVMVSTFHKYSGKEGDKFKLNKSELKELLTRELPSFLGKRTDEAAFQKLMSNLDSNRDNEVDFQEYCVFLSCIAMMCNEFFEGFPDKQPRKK
#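 Test system: S100A4 monomer protein. Medium: HEPES buffer with Ca2+, pH 7.2. Reagent: fluorescent myosin IIA peptide, 5 nM. Compound dosing: single-point compound testing. Timing: 5 min between mix addition and reading. Benchmarks: DMSO neutral and TFP positive wells.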
# An asterisk follows results filed as active; · = no result given; & = joins results of further samples.
SMILES,RAD54 inh,E-sel inducer,FN deposition inh,RAD52 anneal inh,EWS-Fli block,esBAF inh,Xi reactivation,S100A4 inh HTS
CC(C)c1ccc(NC2CCCN(C(=O)c3cccnc3)C2)cc1 (stereo unspecified),-8,0.1,-5,-13,·,·,0.6,-3
OCCC1CN(Cc2cccc3nccnc23)CCN1Cc1ccc(F)cc1 (stereo unspecified),·,0.1,2,-7,1,-1,-0.1,-4
CC(C)CCNC(=O)C1CCN(S(=O)(=O)c2ccc3c(c2)CCC(=O)N3)CC1,-1,·,-2,-30,4,2,0.0,0
O=C(/C=C/c1ccc2c(c1)OCO2)Nc1nc2ccc(F)cc2s1,·,0.9,1,2,-67,56*,0.3,2
C[C@@H]1CN([C@@H](C)CO)C(=O)c2cccc(NC(=O)NC3CCCCC3)c2O[C@H]1CN(C)Cc1ccncc1,-5,-2.2,·,-11,3,9,0.0,2
CC(Sc1ccc(Cl)cc1)C(=O)N(C)CC(=O)Nc1ccc(N2CCOCC2)cc1 (stereo unspecified),·,0.1,15,-3,-5,·,0.1,-2
COc1ccc(S(=O)(=O)N[C@@H]2C=C[C@H](CC(=O)N3CCN(c4ccccc4)CC3)O[C@@H]2CO)cc1,1,-1.8,·,-12,5,8,0.5,15
Cc1nc(C(=O)Nc2cc(F)cc(Cl)c2)sc1C1(C)CC(c2ccccc2)=NO1 (stereo unspecified),-8,-0.2,5,-32,3,24,0.3,0
CC(C)NC(=O)N1[C@@H]2c3ccc(-c4ccc(F)cc4)c(=O)n3C[C@@H]2[C@@H](CO)[C@@H]1C(=O)N1CCOCC1,7,0.3,·,-1,2,4,0.1,-11
O=C(Nc1ccc(F)cc1)Nc1ccc([N+](=O)[O-])cn1,·,·,-16,-1,-23,·,0.0,-2
C/C=C/c1ccc([C@H]2[C@H]3CN(C(=O)c4cccc(F)c4)CC(=O)N3[C@H]2CO)cc1,·,-0.2,·,3,·,·,0.1,-10
O=C(NCC[C@@H]1CC[C@H](NC(=O)C2CCOCC2)[C@H](CO)O1)Nc1ccc(Cl)cc1,-13,0.2,·,22,-7,3,0.1,5
C=CCn1c(C)cc(C2=NNC(=Nc3ccc(C)cc3)SC2)c1C,·,·,·,-6,-5,·,0.0,6
O=C(NCCCN1CCOCC1)c1cccnc1SCc1ccccc1Cl,5,·,4,-19,1,-3,0.0,-7
Cc1nccn1-c1c2c(c(C#N)c3nc4ccccc4n13)CCCC2,-10,0.0,1,-30,-5,0,0.1,2

# Entries of single compounds as entered above. Values in the order: RAD54 inh, E-sel inducer, FN deposition inh, RAD52 anneal inh, EWS-Fli block, esBAF inh, Xi reactivation, S100A4 inh HTS
# Entry for C[C@@H]1CN([C@@H](C)CO)C(=O)c2cccc(NC(=O)NC3CCCCC3)c2O[C@H]1CN(C)Cc1ccncc1 = -5, -2.2, ·, -11, 3, 9, 0.0, 2
# Entry for O=C(Nc1ccc(F)cc1)Nc1ccc([N+](=O)[O-])cn1 = ·, ·, -16, -1, -23, ·, 0.0, -2
# Entry for CC(C)c1ccc(NC2CCCN(C(=O)c3cccnc3)C2)cc1 (stereo unspecified) = -8, 0.1, -5, -13, ·, ·, 0.6, -3
# Entry for Cc1nccn1-c1c2c(c(C#N)c3nc4ccccc4n13)CCCC2 = -10, 0.0, 1, -30, -5, 0, 0.1, 2
# Entry for O=C(NCC[C@@H]1CC[C@H](NC(=O)C2CCOCC2)[C@H](CO)O1)Nc1ccc(Cl)cc1 = -13, 0.2, ·, 22, -7, 3, 0.1, 5

# New compounds follow
SMILES,RAD54 inh,E-sel inducer,FN deposition inh,RAD52 anneal inh,EWS-Fli block,esBAF inh,Xi reactivation,S100A4 inh HTS
CN(C)CCCNC(=O)C[C@H]1CC[C@H](NC(=O)c2ccccc2F)[C@@H](CO)O1,-1,4.5,5,-3,-10,1,0.3,28
O=C(CN1CCN(c2nc(-c3ccccc3)cs2)CC1)NNC(=O)c1ccco1,-5,4.5,-16,-24,4,6,0.1,-1
Cc1noc(C)c1NC(=O)N(C)C[C@H]1Oc2ccc(NC(=O)CCCN(C)C)cc2C(=O)N([C@@H](C)CO)C[C@@H]1C,·,-0.1,-6,-31,23,·,0.2,2
O=C(/N=C1/c2ccccc2CN1c1ccccc1)Nc1ccccc1,·,·,-1,-140,-1,·,-0.1,-6
CCCOc1ccc(N2C(=O)CC(SCc3nc4ccccc4[nH]3)C2=O)cc1 (stereo unspecified),·,·,2,-22,0,·,0.0,-5
CO[C@H]1CN(C)C(=O)c2ccc(NC(=O)c3ccc4c(c3)OCO4)cc2OC[C@H](C)N(CC2CC2)C[C@@H]1C,·,-0.2,0&6&-12,-15,-4,·,0.3&0.0&-0.1,1
O=C(NCC1CCCO1)/C(=C/c1ccccc1)NC(=O)c1ccccc1 (stereo unspecified),-9,0.2,1,-5,-3,1,0.1,4
CC(C)NC(=O)Nc1ccc2c(c1)C(=O)N([C@@H](C)CO)C[C@H](C)[C@H](CN(C)S(=O)(=O)c1ccc(F)cc1)O2,12,-0.1,·,-1,-3,0,0.6,2
CCCNC(=O)N1CC(=O)N2[C@@H](CO)[C@@H](c3ccc(C#Cc4cccc(OC)c4)cc3)[C@@H]2C1,·,0.1,-17,10,6,·,0.0,-8
COc1ccc(CC(=O)N/N=C(\C)c2cccc(NC(=O)C3CC3)c2)cc1,-2,1.5,·,-5,7,-6,-0.1,1
Fc1ccccc1NC(=S)N1CCC(c2ccccc2)C1 (stereo unspecified),3,-0.1,3,2,-87,82*,0.2,-2
CCC(=O)c1ccc(OCC(=O)NCCCN2CCOCC2)cc1,-6,0.3,-2,7,3,-2,0.1,-1
CS(=O)(=O)Nc1ccc(C(=O)NCc2cccnc2)cc1,-5,·,·,6,-3,-7,·,-2
Cc1ccc(S(=O)(=O)N2CCOC2CNC(=O)C(=O)NCCc2c[nH]c3ccccc23)cc1 (stereo unspecified),·,·,8,10,36,·,0.0,-5
COc1cc(Br)cc(CN2CCN(c3ncccn3)CC2)c1O,-5,-0.1,4,-4,6,2,0.4,-8
O=[N+]([O-])c1ccc(CN2CCN(c3ccc([N+](=O)[O-])cc3)CC2)cc1,1,-1.7,0,-6,16,-1,0.0,-8
Cc1ccc(Nc2c(-c3ccccn3)nc3ccc(C)cn23)cc1,-5,·,-10,-6,24,-29,0.5,1
CN(C)[C@@H]1C(=O)C(C(N)=O)=C(O)[C@@]2(O)C(=O)C3=C(O)c4c(O)ccc(Cl)c4[C@@H](O)[C@H]3C[C@@H]12,12,1.8,-4&9,-11,-3,8,0.0,3&15
CC(O)c1nc2ccccc2n1Cc1ccc([N+](=O)[O-])cc1 (stereo unspecified),4,·,12,-27,6,-6,0.0,-3
COc1ccc(CCNC(=O)CN2C(=O)COc3ccc(S(=O)(=O)N4CCCC4)cc32)c(OC)c1,10,·,-1,-3,-15,4,0.0,3
CCC(CO)Oc1cc(NC(=O)Cc2ccccc2F)c2ncn(C(C)C)c2c1 (stereo unspecified),-13&-7,·,-1,-2,14,4,0.3,0
COc1ccc(OCCC(=O)NC2CCCCC2)cc1,·,·,·,-18,2,·,0.0,19
N#C[C@H]1[C@@H](c2ccc(-c3cccc(F)c3)cc2)[C@H](CO)N1C(=O)c1cccnc1,-6,-0.1,7,-42,-6,-3,-0.1,4
COc1cccc(-c2ccc3c(c2)O[C@H](CN(C)Cc2cncnc2)[C@@H](C)CN([C@H](C)CO)S3(=O)=O)c1,-2,0.5,2,1,7,0,-1.2,1
CCN1C(=O)c2ccc(C(=O)NCc3ccco3)cc2C1=O,-3,-0.3,·,0,·,-5,0.0,-2
NC1=NC(=Nc2cccc(S(N)(=O)=O)c2)c2ccccc21,-15,2.3,-1,-24,16,0,2.2,-2
COc1ccc2c3c([nH]c2c1)[C@H](CO)N(C(=O)Nc1ccc(F)cc1)CC31CN(S(=O)(=O)c2cccc(C)c2)C1,·,-0.1,·,-11,-17,·,0.3,5
CC(CNC(=O)CN1C(=O)NC2(CCCCC2)C1=O)c1ccccc1 (stereo unspecified),8,·,2,-10,2,0,0.1,-6
Cc1[nH]nc(-c2ccc(O)c(C)c2O)c1-c1cnn(-c2ccccc2)c1,-2,·,·,-18,-1,3,·,3
O=C(O)C1C2C=CC(O2)C1C(=O)Nc1ccccn1 (stereo unspecified),-5,0.0,·,-100,4,-4,0.5,-5
Cc1onc(-c2ccccc2)c1C(=O)OCC(=O)NC(C)c1ccc(Cl)cc1 (stereo unspecified),·,·,4,0,1,1,0.3,0
COc1ccc(NC(=O)CN(C)C(=O)C(C)Oc2ccc(Br)cc2)cc1 (stereo unspecified),-3,·,-14,4,-3,2,0.2,-1
Cc1ccc(C(=O)N2CC(C)SC2=Nc2cccc(S(=O)(=O)N(C)C)c2)cc1 (stereo unspecified),-5,0.0,0,·,·,·,0.1,·
O=C(c1ccc(Cl)cc1)C(CN1CCCCC1)c1ccccc1 (stereo unspecified),-7,1.4,17,-10,46,8,-0.1,2
CCCC(=O)N1CCC2(CC1)CN(C(=O)C1CC1)[C@H](CO)c1[nH]c3cc(OC)ccc3c12,·,0.0,·,0,·,·,0.3,-2
C[C@@H]1CCCCO[C@@H](CN(C)C(=O)Nc2ccc3c(c2)OCO3)[C@H](C)CN([C@H](C)CO)C(=O)c2cc(NC(=O)c3ccncc3)ccc2O1,-7,-0.1,-28,4,8,14,0.2,4
O=C(CN1C(=O)NC2(CCc3ccccc32)C1=O)Nc1ccc(Br)cc1F (stereo unspecified),3,5.2,-2,-21,9,1,-0.1,0
COc1cc(CN(C2CCCCC2C)S(=O)(=O)c2ccc(S(=O)(=O)NC3CC3)cc2)cc(OC)c1OC (stereo unspecified),-8,·,2,-14,11,9,0.2,1
Cc1ccc(S(=O)(=O)N2CCCC(C(=O)N3CCN(c4ccccc4)CC3)C2)cc1 (stereo unspecified),4,1.5,-1,5,3,1,-0.1,-5
CCCCOC(=O)C1C2CCC(O2)C1C(=O)OCC (stereo unspecified),·,0.1,0,-12,-11,6,0.0,0
O=C1CN(S(=O)(=O)c2ccccc2)C[C@H]2[C@H](c3ccc(C#CCc4ccccc4)cc3)[C@@H](CO)N12,·,-0.4,·,-12,-3,·,0.5,5
[N-]=[N+]=NCc1ccccc1C[C@]1(C(=O)N2CCOCC2)COC(c2ccc(OCCCO)cc2)=N1,5,·,·,16,19,·,·,-26
Cc1ccc(S(=O)(=O)Nc2nc3ccccc3s2)cc1[N+](=O)[O-],6,·,1,-12,7,-11,-0.1,1
O=C(C1CCC1)N1CC(=O)N2[C@H](C1)[C@@H](c1ccc(-c3cccnc3)cc1)[C@@H]2CO,·,-0.1,-2,2,2,·,0.0,-5
